HKDC1 inhibitor = HKDC1 hexokinase inhibitors, primary screen, biochemical, fluorescence, uHTS; Q2TB90; recombinant HKDC1, G6PDH/diaphorase resazurin coupled fluorescence; inhibition, % at 20 µM; 340,000 compounds, 0.16% hits; AID 493160, 2011;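 active = inhibition above about 35% when tested at 20 µM, limit read from the data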;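 also: plate controls were DMSO wells with enzyme for no effect and DMSO wells lacking enzyme for full effect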
Target sequence (Q2TB90 whole entry, looked up): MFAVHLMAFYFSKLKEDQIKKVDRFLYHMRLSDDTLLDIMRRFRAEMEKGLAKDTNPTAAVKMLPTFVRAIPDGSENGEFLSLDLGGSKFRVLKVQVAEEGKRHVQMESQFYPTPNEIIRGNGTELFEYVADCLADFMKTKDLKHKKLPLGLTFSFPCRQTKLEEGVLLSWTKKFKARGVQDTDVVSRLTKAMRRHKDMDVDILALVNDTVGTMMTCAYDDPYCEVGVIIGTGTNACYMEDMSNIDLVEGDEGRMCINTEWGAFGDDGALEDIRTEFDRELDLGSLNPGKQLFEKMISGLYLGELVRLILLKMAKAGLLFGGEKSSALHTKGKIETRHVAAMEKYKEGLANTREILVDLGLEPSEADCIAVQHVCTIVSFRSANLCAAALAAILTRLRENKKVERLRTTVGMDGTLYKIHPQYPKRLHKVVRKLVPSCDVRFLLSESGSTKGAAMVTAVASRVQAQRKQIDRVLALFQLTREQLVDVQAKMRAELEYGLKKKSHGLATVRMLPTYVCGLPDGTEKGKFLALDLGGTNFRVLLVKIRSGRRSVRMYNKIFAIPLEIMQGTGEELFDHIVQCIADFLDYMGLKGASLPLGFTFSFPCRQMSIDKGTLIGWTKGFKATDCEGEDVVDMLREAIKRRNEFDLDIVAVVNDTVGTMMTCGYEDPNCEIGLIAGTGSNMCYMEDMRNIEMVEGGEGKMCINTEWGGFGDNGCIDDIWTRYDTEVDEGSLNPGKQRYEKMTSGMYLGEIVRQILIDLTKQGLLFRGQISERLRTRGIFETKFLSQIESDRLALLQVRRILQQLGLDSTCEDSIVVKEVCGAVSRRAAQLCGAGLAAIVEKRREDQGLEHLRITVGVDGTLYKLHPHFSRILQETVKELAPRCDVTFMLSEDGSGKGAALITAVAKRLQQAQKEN
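System: Recombinant HKDC1 hexokinase | Amount: HKDC1 at 5 µg/mL | Reagent: Glucose with 1 mM ATP | Doses: Single 20 µM dose | Incubation: Reaction time 90 min, room temperature, protected from light | Signal: Coupled resazurin fluorescence, excitation 525 nm, emission 613 nm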
PfGluPho inh = PfG6PD enzyme inhibitors, primary screen, biochemical, fluorescence intensity, uHTS; glucose-6-phosphate dehydrogenase-6-phosphogluconolactonase (Plasmodium falciparum 3D7); PfGluPho enzyme, NADPH resazurin-diaphorase fluorescence; inhibition, % at 20 µM; 350,000 compounds, 0.78% hits; AID 504690, 2011;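 active = inhibition reaching at least a set limit at 20 µM in the primary screen, cut at about 59% in these data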;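 also: 0% = DMSO wells with substrate and 100% = DMSO wells lacking glucose-6-phosphate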
SENP7 inh = SENP7 protease inhibitors, primary screen, biochemical, luminescence, uHTS | 330,000 compounds, 1.5% hits | Sentrin-specific protease 7 (Homo sapiens), Q9BQF6 | recombinant SENP7, Z-RLRGG-aminoluciferin luminescence, 40 min | inhibition, % at 5 µM;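 active = inhibition above about 50% at the single test dose, limit read from the data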;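 also: plate controls were DMSO with enzyme for no effect and no enzyme buffer wells for full effect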
SENP8 block-1 = SENP8 protease inhibitors, primary screen, biochemical, luminescence; Sentrin-specific protease 8 (Homo sapiens), Q96LD8; purified SENP8, Z-RLRGG-aminoluciferin cleavage; inhibition, % at 10 µM; 330,000 compounds, 1.2% hits; AID 2540, 2010; in the data active = inhibition above about 50%
SENP8 block-2 = human SENP8 protease inhibitors, primary screen, biochemical, fluorescence, Nedd8 protein substrate, uHTS; recombinant SENP8; inhibition, % at 20 µM; 360,000 compounds, 0.64% hits; AID 602440, 2012; in the data active = inhibition mostly above about 40%, no sharp cut-off; inactive = mostly below about 27%
Apaf1 inhib = inhibitors of human Apaf-1 apoptosome, primary screen, biochemical, DEVD-Rh110 fluorescence, uHTS | Apoptotic protease-activating factor 1 (Homo sapiens), O14727 | reconstituted apoptosome caspase-3 activity | inhibition, % at 20 µM | 330,000 compounds, 0.71% hits | AID 489030, 2010; active = inhibition of at least 40% at 20 µM;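 also: plate controls were DMSO wells for no effect and DEVD-CHO caspase inhibitor wells for full effect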
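Material: reconstituted apoptosome with Apaf-1, cytochrome c, caspase-9, procaspase-3, dATP. Technique: Rh110 fluorescence intensity. Buffer or medium: pH 7.5 Hepes buffer with CHAPS, BSA, DTT. Times: 30 min plus 50 min, RT.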
SENP6 inh = SENP6 protease inhibitors, primary screen, biochemical, luminescence, uHTS. 330,000 compounds, 1.8% hits. AID 2599, 2010. inhibition, % at 10 µM. Recombinant SENP6 catalytic domain, aminoluciferin luminescence. Sentrin-specific protease 6 (Homo sapiens), Q9GZR1;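 active = inhibition above about 50% at the single tested dose, limit read from the data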;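 also: plate controls were DMSO wells with enzyme for no effect and DMSO wells lacking enzyme for full effect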
SENP1 inh = human SENP1 catalytic domain inhibitors, primary screen, biochemical, FRET, uHTS; recombinant SENP1 catalytic domain, CyPet-SUMO1-YPet FRET cleavage; inhibition, % at 10 µM; 360,000 compounds, 0.21% hits; AID 624204, 2012;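 active = inhibition at least 30% at 10 µM, raw YFP signal under a set limit, fluorescence ratio 0.5 to 1.5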;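 also: 0% = enzyme with DMSO and 100% = no enzyme wells; some results filed as inactive read as strong as hits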
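Test system: human SENP1 catalytic domain; medium: Tris pH 8 buffer plus EDTA, NaCl, BME, BSA, NP40, catalase; incubation: 50 min reaction at room temperature; technique: FRET, CFP and YFP emission; controls: no-enzyme low control and enzyme-plus-DMSO high control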
* = called active by the depositor; i = inactive; . = no result given.

SMILES	HKDC1 inhibitor	PfGluPho inh	SENP7 inh	SENP8 block-1	SENP8 block-2	Apaf1 inhib	SENP6 inh	SENP1 inh
CCCCCC[N+](C)(C)CCSSCC[N+](C)(C)CCCCCC	-3.7	48.7	2.8	0.0	6.9	-37.3	2.6	1.9
COC(=O)C[C@H](NC(=O)Cn1cnc2c(OCc3ccccc3)ncnc21)C(=O)OC	-8.6	2.0	4.9	-12.3	6.4	-5.5	-9.1	2.3
Cc1cc([N+](=O)[O-])ccc1NC(=S)NC(=O)C(c1ccccc1)c1ccccc1	2.4	-0.4	-2.7	3.0	22.5	11.9	2.9	0.1
Cc1nc2sc(C(c3ccccc3)N3CCN(C)CC3)c(O)n2n1 (configuration not stated)	-5.3	-0.6	-1.1	8.4	5.4	5.0	-2.4	1.7
CCC[C@@H](NS(=O)(=O)c1ccc(C)cc1)C(=O)Oc1ccc2c3c(c(=O)oc2c1)CCC3	26.6	20.6	9.3	-2.4	-393.9	15.8	4.4	-105.5
O=C(Nc1cccc(C(F)(F)F)c1)c1cc2ncc(Br)cn2n1	-3.5	12.4	-8.7	-9.5	-37.4	-6.6	-13.6	0.6
C/C(=N\NC(=O)c1nnn(-c2nonc2N)c1CSc1ccc(C)cc1)c1ccco1	0.1	12.6	-2.2	12.6	-10.5	-10.5	-2.1	-1.9
CC1C(=O)C(C)(C)C(=O)OC1c1ccccc1 (configuration not stated)	-5.4	-4.3	3.2	6.2	16.3	-10.1	-12.6	0.1
COc1ccc(/C=N\NC(=O)c2ccccc2)cc1COc1ccc(F)cc1	6.8	5.0	4.6	6.9	-81.4	33.0	7.7	0.7
C=CCNc1nc(NCc2ccccc2)c(C#N)c2c1CN(C)CC2	10.5	56.9	5.1	3.9	i	2.4	-6.2	-22.2
CC(C)N(CCNC(=O)c1oc(=O)c2ccccc2c1-c1ccccc1)Cc1ccco1	-6.3	0.9	-1.2	-11.9	18.0	6.3	-5.0	0.4
CCC(C)[C@H]1CN=C(N)N1CCc1cccc(F)c1 (some centres not stated)	1.1	6.7	4.6	-13.6	15.5	4.5	-12.5	0.0
O=C(Nc1cccc(F)c1)c1ccc(Br)o1	4.3	18.1	13.4	-9.0	15.8	-6.6	13.7	3.6
CC(NCC(=O)Nc1cc(S(=O)(=O)N2CCOCC2)ccc1Cl)c1ccc(Cl)cc1Cl (configuration not stated)	-1.3	5.7	1.7	-2.3	20.2	23.6	5.4	-2.5
Cn1c(=O)oc2cc(S(=O)(=O)NCc3cccnc3)ccc21	-6.0	-6.1	-0.1	-12.6	11.9	-10.0	-18.8	29.1
CCOC(=O)c1cnn(-c2ccccc2)c1NC(=O)CCl	-4.5	8.7	-0.5	-8.0	10.4	1.3	-3.5	-1.3
Clc1ccc(-c2nc(N3CCCCC3)nc3ccccc23)cc1	3.3	13.4	1.4	-3.5	-457.2	20.2	-3.2	-18.4
O=C1CCC(=O)N1CCSC(=S)N1CCOCC1	-4.1	-13.2	7.6	0.1	8.5	-6.7	-12.7	-3.5
Cc1cc(Br)ccc1SCC(=O)OCC(=O)N1CCN(C(=O)c2ccco2)CC1	-7.5	-9.2	-7.8	-9.9	12.8	7.7	-0.2	4.9
COc1ccccc1NC(=O)c1cc2c(CO)cnc(C)c2oc1=Nc1cccc(C(N)=O)c1	1.7	13.3	8.3	2.3	26.2	15.8	-18.1	2.8
CCOC(=O)/C(C#N)=N/Nc1ccccc1OC	-15.2	12.1	-5.6	-14.0	17.9	-0.5	0.7	0.6
C=CCNC(=O)COC(=O)c1ccc(C)c(NC(=O)c2ccco2)c1	-6.2	-3.4	1.7	2.6	3.2	-15.9	-8.5	1.1
CCCCN(C(=O)c1cc(S(=O)(=O)N2CCOCC2)ccc1F)c1c(N)n(CCCC)c(=O)[nH]c1=O	-4.9	-7.5	.	.	-29.1	.	.	-6.8
Cn1cc(S(=O)(=O)Nc2ccc3c(c2)OCCO3)cn1	-10.6	-8.2	-1.0	-15.0	16.1	3.5	-15.6	-1.4
CCn1c(O)c(C2=NCCCC2)c2ccccc21	-3.2	1.4	-11.6	-5.0	7.6	5.5	-12.0	-0.3

Next part:
SMILES	HKDC1 inhibitor	PfGluPho inh	SENP7 inh	SENP8 block-1	SENP8 block-2	Apaf1 inhib	SENP6 inh	SENP1 inh
O=C1CC2(CCN(S(=O)(=O)c3ccccc3F)CC2)Oc2ccccc21	6.6	-2.3	2.2	0.0	-21.7	11.7	-10.6	0.8
CC(C)COC(=O)N1CC(O)CC1C(=O)Nc1ccc2c(c1)OCO2 (configuration not stated)	-3.8	5.9	-1.1	6.8	7.6	-8.3	5.8	-0.1
CCC(=O)NC(c1ccc(C)cc1)c1ccc2cccnc2c1O (configuration not stated)	-28.4	-14.2	4.9	5.4	5.9	-4.6	-6.2	-0.3
CCOC(=O)c1ccc2c(c1)sc(=NC(=O)c1ccco1)n2CCOC	-10.1	15.8	3.4	-5.7	-401.4	1.5	-14.4	-2.7
Cc1ccc2c(c1)c1n[nH]c(=S)nc1n2CCc1ccccc1	3.7	39.6	-6.6	-2.3	14.2	21.7	5.5	2.4
COc1ccc(-n2cnc3cc(C(=O)N4CCOCC4)ccc32)cc1	-1.5	-4.0	-7.8	2.2	1.6	13.8	0.6	1.6
Cc1noc(C)c1S(=O)(=O)Nc1ccc(C#N)cc1	-6.8	-8.9	3.2	0.4	9.2	-0.6	7.7	-0.5
CCN(CC)c1ccc(N2C(=O)c3ccccc3C2=O)cc1	-5.6	13.7	0.0	-2.7	10.1	-1.3	-31.1	2.1
CCOC(=O)C1(Cc2ccc(OC)cc2)CCN(C(=O)CCn2ccc(C)n2)CC1	-12.7	-6.0	-2.2	-4.3	0.1	-6.8	4.2	3.1
Cc1ccc(NC(=O)CSc2nc(N)cc(=O)[nH]2)cc1Cl	1.2	-1.1	-2.3	-1.6	4.3	0.2	-3.7	-0.9
CCN(CC)S(=O)(=O)c1ccc(C(=O)Oc2ccc3c(c2)OCO3)cc1	2.5	17.5	-2.7	-4.1	6.4	14.9	-5.8	2.7
CCOC(=O)c1ccc(CC(=O)c2oc3cc(O)ccc3c2C)o1	19.6	1.4	-13.6	-5.1	-259.3	2.9	-69.9	-28.4
O=C(CN1CCN(CC(=O)Nc2ccccc2Cl)CC1)NCC1(N2CCCCC2)CCCCC1	-5.0	-0.6	-4.0	-10.3	9.5	6.2	-20.8	-2.2
O=C(CCS(=O)(=O)c1ccccc1)OCc1ccc([N+](=O)[O-])cc1	-3.7	-7.9	11.7	-18.7	18.2	-2.9	-0.5	0.0
COc1ccc(NC2=Nc3cccc4cccc2c34)cc1	1.8	75.0*	8.3	-3.2	19.2	-7.5	25.0	77.4*
c1ccc(CN2CCN(Cc3nnc(-c4ccccc4)o3)CC2)cc1	-8.2	4.3	1.6	-0.9	1.0	-4.1	-4.4	-0.1
S=C(NCCc1ccccc1)NC1CCC(NC(=S)NCCc2ccccc2)CC1 (configuration not stated)	-3.4	2.2	-1.8	-0.5	19.1	-8.0	17.9	1.0
O=C(c1cccs1)N1CCOCC1	-4.8	-0.2	4.7	7.1	5.5	-9.9	-6.4	2.8
COC(=O)/C(=C/c1cccc([N+](=O)[O-])c1)NC(=O)c1ccc(OC)cc1	-6.6	-2.5	-7.7	-1.5	15.3	-7.8	-13.6	-2.4
COc1ccc(N(CC(=O)NC2CCCC2)C(=O)CCC(=O)Nc2nc(C)cs2)cc1OC	2.9	-18.7	6.2	-0.3	7.8	0.9	15.8	0.6
Cc1ccc(NCC(=O)N/N=C\c2cccc(O)c2)cc1	-3.8	2.8	-6.4	-12.1	24.2	-4.8	-5.2	-4.1
CC(=O)c1c(N2CCN(Cc3ccccc3)CC2)nc(=S)n(Cc2ccccc2)c1C	9.8	-3.6	-7.2	-14.7	3.2	6.6	-26.1	-97.7
Cc1cccc(OCc2nnc(SCC(=O)c3cccs3)n2C)c1C	-4.4	13.4	-7.5	0.9	13.7	6.0	-8.9	0.9
CCN1CCCC1CNC(=O)Cn1nc(C)n2nc(-c3ccccc3)cc2c1=O (configuration not stated)	-5.6	-5.3	14.7	-3.0	18.9	-5.6	-24.3	0.8
CC(=O)c1ccc(C(=O)N2CCC(n3nccc3NC(=O)C3CC3)CC2)cc1	-2.3	7.1	-0.1	4.2	5.6	-0.6	-0.5	0.8

Molecules shown so far containing a thiophene ring, fused or not:
SMILES	HKDC1 inhibitor	PfGluPho inh	SENP7 inh	SENP8 block-1	SENP8 block-2	Apaf1 inhib	SENP6 inh	SENP1 inh
O=C(c1cccs1)N1CCOCC1	-4.8	-0.2	4.7	7.1	5.5	-9.9	-6.4	2.8
Cc1cccc(OCc2nnc(SCC(=O)c3cccs3)n2C)c1C	-4.4	13.4	-7.5	0.9	13.7	6.0	-8.9	0.9

The main list resumes, starting four compounds before the break.
SMILES	HKDC1 inhibitor	PfGluPho inh	SENP7 inh	SENP8 block-1	SENP8 block-2	Apaf1 inhib	SENP6 inh	SENP1 inh
CC(=O)c1c(N2CCN(Cc3ccccc3)CC2)nc(=S)n(Cc2ccccc2)c1C	9.8	-3.6	-7.2	-14.7	3.2	6.6	-26.1	-97.7
Cc1cccc(OCc2nnc(SCC(=O)c3cccs3)n2C)c1C	-4.4	13.4	-7.5	0.9	13.7	6.0	-8.9	0.9
CCN1CCCC1CNC(=O)Cn1nc(C)n2nc(-c3ccccc3)cc2c1=O (configuration not stated)	-5.6	-5.3	14.7	-3.0	18.9	-5.6	-24.3	0.8
CC(=O)c1ccc(C(=O)N2CCC(n3nccc3NC(=O)C3CC3)CC2)cc1	-2.3	7.1	-0.1	4.2	5.6	-0.6	-0.5	0.8
CN(CC(=O)Nc1cc(S(=O)(=O)N2CCCCCC2)ccc1Cl)Cc1ccc2c(c1)OCO2	-5.1	10.2	1.0	5.5	1.6	7.3	-4.2	3.7
O=C1CC2C(CC(OC(=O)c3ccc(-c4ccccc4)cc3)C2CO)O1 (configuration not stated)	6.3	20.3	-19.0	-15.2	26.7	9.9	-11.9	3.7
O=C(O)C[C@H]1c2cc(F)ccc2S(=O)(=O)N1Cc1ccccc1	-5.1	16.2	-3.7	8.8	6.6	-4.0	-8.5	1.0
CCC(=O)Nc1ccc(N/C(N)=N/c2nc(C)cc(C)n2)cc1	0.1	-14.3	12.3	-4.3	14.0	-12.3	-11.7	0.8
CCc1ccc(OCC(=O)NC(NC(=S)Nc2ccccc2C)C(Cl)(Cl)Cl)cc1 (configuration not stated)	-9.1	6.7	2.8	5.1	3.9	5.5	12.3	-0.8
NS(=O)(=O)c1ccc(CCNC(=O)CN2CCCCCC2)cc1	-7.1	-15.9	-4.3	-4.1	4.7	2.4	3.7	-0.9
S=C1NC2CCCCC2N1 (configuration not stated)	-10.6	12.8	-5.7	-9.9	2.5	0.1	-4.0	0.2

Compound activity (PubChem BioAssay)

This is a random part of the collection; 3.6% or so of the library scored in one or more.
